FAS TE block: FAS thioesterase (human) inhibition | P49327 | recombinant FAS-TE, OMFH fluorogenic substrate, fluorescence endpoint | inhibition, % at 15 µM | 360,000 compounds, 0.67% hits | AID 602261;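 active = compounds whose normalised, plate-corrected inhibition of enzyme fluorescence in the single-dose primary screen is 50% or more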;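 note: 0% = DMSO with enzyme and 100% = substrate without enzyme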
MLLE-PAM2 inh: inhibitors of microRNA-mediated deadenylation, human PABP1 MLLE binding; 360,000 compounds, 0.36% hits; AID 588489; P11940; inhibition, % at 20 µM; GST-MLLE / FITC-PAM2 fluorescence polarization; in the data active = inhibition above about 35%, passing the limit was not always enough;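 note: plate controls were DMSO wells with GST-MLLE for no effect and wells lacking GST-MLLE protein for full effect; some results filed as inactive read as strong as hits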
SKN-1 block: inhibitors of C. elegans SKN-1. 360,000 compounds, 0.49% hits. AID 624304. inhibition, % at 21.8 µM. C. elegans VP596 Pgst-4::GFP/RFP ratio, acrylamide-induced, 24 h;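 active = interference check ratio from 0.5 to 1.5 plus GFP to RFP signal ratio inhibition reaching or exceeding a fixed threshold, cut at about 30% in these data, passing the limit was not always enough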; note: some compounds called inactive have numbers as strong as hits
CSN inh: CSN deneddylation inhibition | Purified CSN, SCF-Nedd8-OG deneddylation, fluorescence polarization | inhibition, % at 12.5 µM | 360,000 compounds, 0.38% hits;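 active = pattern-corrected inhibition above about 35%, with an unprinted fluorescence ratio check between 0.5 and 1.5, limit read from the data, passing the limit was not always enough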;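 note: 0% = enzyme with substrate and 100% = substrate without enzyme; some results filed as inactive read as strong as hits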
Target sequence (Q92905 whole entry, looked up, one chain of several): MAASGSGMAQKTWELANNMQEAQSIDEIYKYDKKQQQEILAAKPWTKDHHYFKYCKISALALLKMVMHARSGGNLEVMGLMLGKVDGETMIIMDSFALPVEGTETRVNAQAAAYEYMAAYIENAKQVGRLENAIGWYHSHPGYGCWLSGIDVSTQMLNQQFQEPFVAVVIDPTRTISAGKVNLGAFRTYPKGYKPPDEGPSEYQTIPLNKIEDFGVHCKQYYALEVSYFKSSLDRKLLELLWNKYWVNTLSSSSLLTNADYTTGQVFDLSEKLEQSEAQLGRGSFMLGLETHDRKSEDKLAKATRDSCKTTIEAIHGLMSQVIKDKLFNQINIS
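Test system: purified human Csn5 enzyme expressed in HEK293T cells. Amount: 0.24 nM enzyme. Reagent: SCFSkp2-Nedd8OG substrate at 10 nM final. Schedule: 90 min incubation of compound, enzyme and substrate at room temperature. Detection: fluorescence polarization. Read-out: % inhibition of substrate cleavage by Csn5.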
Neddyl block: inhibitors of human cullin neddylation; AID 651699; calls only at 25 µM; 360,000 compounds, 0.58% hits; P61081+Q13564; TR-FRET cullin neddylation, biochemical; in the data active = inhibition above about 36%
Rpn11 inh: Rpn11 (human) deubiquitinase inhibition. O00487. human 26S proteasome, Ub4-pepOG fluorescence polarization; 20S core pre-blocked with epoxomicin. calls only at 20 µM. 360,000 compounds, 0.59% hits;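 active = inhibition at 20 µM, scaled to each plate's controls, above about 33%, limit read from the data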
Target sequence (O00487 whole entry, looked up): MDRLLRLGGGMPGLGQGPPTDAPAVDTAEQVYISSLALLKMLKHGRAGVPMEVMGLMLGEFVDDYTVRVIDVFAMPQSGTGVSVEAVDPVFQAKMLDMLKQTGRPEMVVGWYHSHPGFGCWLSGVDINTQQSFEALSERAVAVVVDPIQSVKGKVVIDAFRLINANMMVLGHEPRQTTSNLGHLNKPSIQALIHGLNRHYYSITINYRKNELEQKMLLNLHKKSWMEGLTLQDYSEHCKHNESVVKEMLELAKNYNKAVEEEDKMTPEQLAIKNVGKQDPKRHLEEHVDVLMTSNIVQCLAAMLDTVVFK
Rin1 Abl inh: inhibitors of human Rin1-Abl protein interaction; P00519+Q13671; TR-FRET Rin1/Abl binding, biochemical; inhibition, % at 7.35 µM; 360,000 compounds, 0.4% hits; in the data active = inhibition above about 5%, passing the limit was not always enough
NadD block: NadD (S. aureus) enzyme inhibition; purified NadD enzyme, colorimetric absorbance read-out; inhibition, % at 20 µM; 360,000 compounds, 0.78% hits; AID 602399; in the data active = inhibition above about 26%; note: some compounds past the cut are filed as inactive
MT1-MMP act inh: blocks activation of human MT1-MMP; P50281; HT1080 RFP-PRO-GFP cells, GFP/RFP ratio fluorescence, overnight; percent of plate control window, DMSO zero; GFP/RFP ratio change, % at 20 µM; 360,000 compounds, 0.061% hits;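 active = GFP/RFP ratio change of at least 30% with cell ATP level not reduced by more than half and red fluorescence within 50% of control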; note: strong numbers were not always called active
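Material – HT1080 RFP-PRO-GFP cells · Control set – DMSO wells and RFP-L50D-GFP cells · Incubation – overnight cell settling, then overnight compound exposure, 37 °C, 5% CO2 · Compound dosing – single-point 20 µM compound, 1% DMSO · Read-out – GFP/RFP fluorescence ratio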
An asterisk follows results filed as active; i = inactive; · = not tested or not shown.

SMILES	FAS TE block	MLLE-PAM2 inh	SKN-1 block	CSN inh	Neddyl block	Rpn11 inh	Rin1 Abl inh	NadD block	MT1-MMP act inh
OCCN(CCO)c1nc(-c2ccccc2)nc2c1oc1ccccc12	7	1	-2	4	i	i	0	-2	2
Cc1cc(C)n2nc(Nc3ccccc3)cc2n1	-8	20	6	5	i	i	0	-4	0
CCOc1ccc(C(=O)NCCCN2CCCC2=O)cc1	-4	3	20	-2	i	i	2	4	-7
CCc1ccccc1NC(=O)c1ccoc1C	-6	3	-4	4	i	i	1	1	-2
NS(=O)(=O)c1ccc(CNC(=O)c2cc(S(=O)(=O)N3CCOCC3)ccc2N2CCCC2)cc1	-3	4	13	-5	i	i	-1	2	-6
COc1ccc(NC(=O)CSc2nc(C)cs2)cc1	-3	2	4	-2	i	i	-1	4	-1
CCc1ccc(C(C)NC(=O)/C=C/c2ccc(Br)cc2)cc1 (stereo not given)	17	6	15	5	i	i	-4	-3	-6
Oc1cccc(-n2nnnc2SCc2ccccc2F)c1	0	2	-6	1	i	i	-3	-7	-2
CC(=O)Nc1ccc(C(=O)NNC(=O)CCc2ccccc2)cc1	-6	5	3	0	i	i	1	-4	2
CCOC(=O)[C@@H]1[C@H]2COc3ccccc3[C@@H]2N2C(=O)N(c3ccc(F)cc3)C(=O)[C@]12C	-4	9	5	-1	i	i	4	-3	0
CS(=O)(=O)N(CC(=O)N1CCCC1)Cc1ccc(Cl)cc1	-21	5	1	-13	i	i	5	1	0
O=C(Nc1ccc(F)cc1)c1cccc(NC(=O)C2C3CC4OC(=O)C2C4C3)c1 (stereo not given)	-8	1	6	-3	i	i	5	3	0
CCOc1ccc(-n2cc(-c3ccccc3)c3c(=O)[nH]cnc32)cc1	4	1	-2	1	i	i	0	-4	-3
CCc1ccc(C(=O)COC(=O)c2cnc(C)cn2)cc1	-4	3	-6	-1	i	i	3	-7	-1
CN(c1ccc(C(=O)N2CCOCC2)cc1)S(C)(=O)=O	-7	3	6	-1	i	i	1	5	-5
COC(=O)C1CCN(C(=O)Cc2c(OC)ccc3cc(Br)ccc23)CC1	32	10	-2	3	i	i	-7	-3	4
COc1ccc(-n2ncc3c2CC(C)(C)CC3NC(=O)CCCN2CCCC2=O)cc1 (stereo not given)	-5	-7	-2	-4	i	i	0	0	5
O=C1Nc2ccccc2C1=O	-2	-3	8	5	i	i	-4	-3	0
O/N=C(\c1ccc(Cl)cc1)c1cc2ccccc2o1	-7	-7	13	-4	i	i	2	-9	0
COc1cc(C(=O)Oc2ccccc2/C=N/NC(=O)c2ccc(Cl)cc2Cl)cc(OC)c1OC	24	0	-8	2	i	i	-2	0	-2
Cc1ccc(CN2CCN(Cc3cn[nH]c3-c3cccc(F)c3)CC2CCO)o1 (stereo not given)	-1	28	12	3	i	i	-6	-8	3
C[C@@H]1CCC(=O)N(CC[C@H](Sc2ccc(Br)cc2)c2ccccc2)CC1	28	2	3	2	i	i	1	11	-12
CCOc1ccc(NC(=O)Nc2cccn(Cc3ccccc3)c2=O)cc1	11	-2	12	0	i	i	0	2	-8
CCOC(=O)N1CCN(c2c(N3CCN(c4cccc(C(F)(F)F)c4)CC3)c(=O)c2=O)CC1	-13	14	4	4	i	i	-4	3	-3

Complete entries, looked up by structure. Order of values: FAS TE block, MLLE-PAM2 inh, SKN-1 block, CSN inh, Neddyl block, Rpn11 inh, Rin1 Abl inh, NadD block, MT1-MMP act inh
CCc1ccc(C(=O)COC(=O)c2cnc(C)cn2)cc1 across the screens: -4, 3, -6, -1, i, i, 3, -7, -1
CS(=O)(=O)N(CC(=O)N1CCCC1)Cc1ccc(Cl)cc1 across the screens: -21, 5, 1, -13, i, i, 5, 1, 0

(continued)
SMILES	FAS TE block	MLLE-PAM2 inh	SKN-1 block	CSN inh	Neddyl block	Rpn11 inh	Rin1 Abl inh	NadD block	MT1-MMP act inh
CCN(CC)CCNC(=O)C(=O)Nc1ccc(C(=O)OC)cc1	-7	-5	-4	108	i	i	-2	-3	1
COc1ccc(-c2cc(C(F)(F)F)nc(SCC(=O)NCc3cnn(C)c3C)n2)cc1OC	-12	5	10	0	·	i	5	-1	-1
CCC1CCCCN1C(=S)NCc1ccccc1 (stereo not given)	-9	-129	5	7	i	i	3	1	2
Cc1cccc([C@@H]2[C@@H]3C(=O)N(Cc4ccccc4)C(=O)[C@@H]3[C@]3(C)C(=O)N(c4ccc(C(F)(F)F)cc4)C(=O)N23)c1	81*	4	3	-1	i	i	3	5	6
COc1ccc(-n2c(=O)c(NC(=O)c3ccccc3)c3n(c2=S)CCCCC3)cc1	1	-4	0	-2	i	i	-3	-5	4
Cc1ccccc1-n1c(SCc2c(C)noc2C)nnc1-c1cccnc1	-42	68	7	-20	i	i	3	3	-28
CC(OC(=O)c1ccccc1NCc1ccco1)C(=O)Nc1ncc(Cl)cc1Cl (stereo not given)	24	1	12	-5	·	i	0	0	2
Cc1cccc(N2CCN(CC(O)COc3ccccc3Cl)CC2)c1 (stereo not given)	6	2	14	6	i	i	0	-14	-2
CCc1cccc(NC(=O)CCS(=O)(=O)c2ccc(Br)cc2)c1	5	-8	7	20	i	i	2	-9	-4
COc1ccc(NC(=O)CCc2c(C)nn(-c3ccc(N4CCOCC4)nn3)c2C)cc1	-3	-7	1	3	i	i	3	-5	·
CCc1cccc(CC)c1NC(=S)NCc1ccc2c(c1)OCO2	4	-8	11	5	i	i	1	3	-6
CCOCN(C(=O)Cn1c(C(C)O)nc2ccccc21)c1c(C)cccc1CC (stereo not given)	-4	-3	5	-3	i	i	2	3	0
COc1ccccc1NC(=O)CSc1nc(SC)ns1	3	31	12	-4	i	i	2	4	-3
COc1ccc(CNC(=O)C(C)n2nc(C)c3c(C)n(-c4ccccc4)nc3c2=O)c(OC)c1 (stereo not given)	-2	-8	7	2	i	i	6	3	2
CC(C)NS(=O)(=O)c1ccc(NC(=S)NC(=O)c2ccc(-c3ccccc3)cc2)cc1	30	41*	-2	-1	i	i	0	1	-2
Cc1ccc(NC(=O)CNC(=O)Cn2cnc3sc(C)c(C)c3c2=O)cc1F	4	1	16	3	i	i	6	-7	3
S=C(NCc1ccc(Cl)cc1)NN1CCOCC1	-3	-18	-11	4	i	i	-1	-3	0
COc1ccc(-c2cc3nc(-c4ccccc4)cc(N4CCC5(CC4)OCCO5)n3n2)cc1	52*	-6	1	0	i	i	4	18	4
CN1CCN(C(=O)CCC(=O)NCc2ccc(F)cc2)CC1	-3	-12	-3	3	i	i	0	1	-3
COc1ccccc1NC(=O)CS(=O)(=O)c1cn(CC(=O)N2CCCC2)c2ccccc12	-4	0	-12	0	i	i	-1	1	5
CCS(=O)(=O)Nc1ccc(Cc2ccc(NS(=O)(=O)CC)cc2)cc1	2	15	4	-1	i	i	1	3	1
CC(C)(C)NC(=O)c1nc2nc(-c3ccccc3)cc(C(F)(F)F)n2n1	-8	-1	8	0	i	i	-4	0	9
O=C(N1CCOCC1)N1CCC(n2nnc3ccccc32)CC1	-7	12	-10	-1	i	i	1	1	-4
Cc1cccc(OCc2nnc(SCC(=O)Nc3ccc(C)c(Cl)c3)o2)c1	2	0	3	5	i	i	1	3	2
O=C(NCCc1ccccc1)C1CCN(Cc2cccc3ccccc23)CC1	2	-5	-13	-3	i	i	-2	1	0
O=S(=O)(c1ccc(Cl)cc1)N1CCCN(c2nc3ccc(Cl)cc3s2)CC1	4	-5	-2	1	i	i	-2	3	12
O=C(COC(=O)CNC(=O)c1cccc(OC(F)F)c1)NCc1ccc2c(c1)OCO2	1	13	-18	2	i	i	1	-3	2
CC(=O)Nc1ccc(OCC(O)CN2C(C)(C)CC(O)CC2(C)C)cc1 (stereo not given)	-11	-10	1	-11	i	i	2	2	4
Cc1cc(C)c(NC(=O)COC(=O)C2CCC(=O)N2)c(C)c1 (stereo not given)	-5	17	-5	-4	i	i	1	-15	-1
COc1cc(C)ccc1OCCCOc1ccccc1Br	20	5	-10	-2	i	i	1	-2	-3
Cc1cc(/C=C2/SC(=S)N(c3cccc(C(F)(F)F)c3)C2=O)c(C)n1-c1cccnc1	2	-92	2	53*	i	i	3	44*	-49
CCCc1nc2ccc(C(=O)OC)cn2c1Cc1ccc(C)cc1	-1	-18	21	6	i	i	3	2	-4
O=[N+]([O-])c1ccc(S(=O)(=O)NCC(c2ccco2)N2CCc3ccccc3C2)cc1 (stereo not given)	30	15	5	1	i	i	3	-2	2
CC(C)[C@H](NC(=O)C1CCN(S(=O)(=O)c2ccccc2)CC1)C(=O)NCc1ccccn1	-2	-2	-3	2	i	i	-1	0	3
COc1cccc(OCC(=O)N2CCC3(CC2)CC(=O)c2ccccc2O3)c1	2	6	-2	-4	i	i	3	2	-6
O=C(Cc1ccc(-n2c(=O)c3ccccc3n(CC(=O)Nc3ccc(F)cc3F)c2=O)cc1)NCc1ccco1	-2	-10	-19	0	i	i	-1	6	-1
Fc1ccccc1CSCc1nc2ccccc2[nH]1	0	11	12	2	i	i	-2	2	5
CC1(C)CC(=O)C2=C(C1)Oc1ncn(CCCn3ccnc3)c(=N)c1C2c1ccccc1 (stereo not given)	-10	13	-14	-5	i	i	4	1	3
CCOC(=O)c1ccc2c(c1)n(CC)c(/C=C/Nc1ccccc1)[n+]2CC	-21	-116	6	6	i	i	-1	7	7
CN(C)S(=O)(=O)N1CCN(S(=O)(=O)c2ccc(F)cc2)CC1	-8	-5	-14	0	i	i	1	2	0
Cc1ccc(C)c(NC(=O)CN(C)C(=O)c2cccc(S(=O)(=O)N3CCCC3)c2)c1	1	-10	-2	-2	i	i	-1	-3	1
O=C(N/C(=C/c1ccc(Br)cc1)C(=O)N1CCCC1)c1cccs1	-11	1	-6	-5	i	i	0	-4	-2
O=C1C2C3c4ccccc4C(c4ccccc43)C2c2nc3ccccc3n21 (stereo not given)	18	-7	-5	-1	i	i	1	6	2
CC(Sc1nc2ccc(C(=O)c3ccccc3)cc2[nH]1)C(=O)O (stereo not given)	-3	-105	1	0	i	i	1	-3	2
CCc1c(C)nc2cc(-c3cccs3)[nH]n2c1=O	-5	10	-9	-2	i	i	-4	-1	-19
Cc1c(Cl)cccc1N1C(=O)CC(NNC(=O)c2ccc3c(c2)OCO3)C1=O (stereo not given)	24	4	9	3	i	i	-2	1	-2
CC[C@]12c3[nH]c4ccc(Cl)cc4c3CCN1C(=O)[C@@H](CC(=O)NCCCn1ccnc1)C[C@@H]2C(=O)N1CCN(C(=O)c2ccco2)CC1	-3	5	5	1	i	i	10	7	3

4 compounds out of the list above, ordered by their value in MLLE-PAM2 inh, largest number first:
SMILES | MLLE-PAM2 inh | SKN-1 block | CSN inh | Neddyl block | Rpn11 inh | Rin1 Abl inh | NadD block | MT1-MMP act inh
CCc1c(C)nc2cc(-c3cccs3)[nH]n2c1=O | 10 | -9 | -2 | i | i | -4 | -1 | -19
Cc1ccc(C)c(NC(=O)CN(C)C(=O)c2cccc(S(=O)(=O)N3CCCC3)c2)c1 | -10 | -2 | -2 | i | i | -1 | -3 | 1
CC(Sc1nc2ccc(C(=O)c3ccccc3)cc2[nH]1)C(=O)O (stereo not given) | -105 | 1 | 0 | i | i | 1 | -3 | 2
CCOC(=O)c1ccc2c(c1)n(CC)c(/C=C/Nc1ccccc1)[n+]2CC | -116 | 6 | 6 | i | i | -1 | 7 | 7

Assay outcomes deposited in PubChem by several laboratories.
